PvdQ acylase: P. aeruginosa PvdQ acylase inhibition | purified PvdQ acylase, fluorescence plate reader | inhibition, % at 10 µM | hit rate 0.063% among 340,000 | AID 488965; in the data active means inhibition above about 30%, passing the limit was not always enough;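 further: 0% = vehicle neutral wells and 100% = reference inhibitor wells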
phage Ecoli inh: E. coli growth loss with phage present | growth absorbance | inhibition, % at 11.9 µM | hit rate 0.26% among 360,000 | AID 651602; in the data active means inhibition above about 11%
PfHsp90 yeast 2: inhibits growth of yeast expressing Plasmodium falciparum Hsp90 | S. cerevisiae expressing PfHsp90, BacTiter-Glo ATP, 48 h; yeast lacking PDR1 and PDR3 efflux regulators | inhibition, % at 9.4 µM | hit rate 0.32% among 310,000 | AID 504621;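 active means every replicate shows inhibition above about 80%, whatever the replicate mean, limit read from the data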;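 further: 0% = DMSO neutral controls and 100% = 20 µM radicicol positive controls; yeast relying on Plasmodium falciparum Hsp90 in place of its own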
DAGLB inhibitor: diacylglycerol lipase beta (human) inhibition | HEK293T DAGLB membrane lysate, EnzChek fluorogenic substrate | inhibition, % at 5.17 µM | hit rate 0.059% among 340,000 | AID 504411; in the data active means inhibition above about 34%;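 further: 0% = enzyme with vehicle and 100% = wells lacking enzyme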
Target sequence (Q8NCG7 whole entry, looked up): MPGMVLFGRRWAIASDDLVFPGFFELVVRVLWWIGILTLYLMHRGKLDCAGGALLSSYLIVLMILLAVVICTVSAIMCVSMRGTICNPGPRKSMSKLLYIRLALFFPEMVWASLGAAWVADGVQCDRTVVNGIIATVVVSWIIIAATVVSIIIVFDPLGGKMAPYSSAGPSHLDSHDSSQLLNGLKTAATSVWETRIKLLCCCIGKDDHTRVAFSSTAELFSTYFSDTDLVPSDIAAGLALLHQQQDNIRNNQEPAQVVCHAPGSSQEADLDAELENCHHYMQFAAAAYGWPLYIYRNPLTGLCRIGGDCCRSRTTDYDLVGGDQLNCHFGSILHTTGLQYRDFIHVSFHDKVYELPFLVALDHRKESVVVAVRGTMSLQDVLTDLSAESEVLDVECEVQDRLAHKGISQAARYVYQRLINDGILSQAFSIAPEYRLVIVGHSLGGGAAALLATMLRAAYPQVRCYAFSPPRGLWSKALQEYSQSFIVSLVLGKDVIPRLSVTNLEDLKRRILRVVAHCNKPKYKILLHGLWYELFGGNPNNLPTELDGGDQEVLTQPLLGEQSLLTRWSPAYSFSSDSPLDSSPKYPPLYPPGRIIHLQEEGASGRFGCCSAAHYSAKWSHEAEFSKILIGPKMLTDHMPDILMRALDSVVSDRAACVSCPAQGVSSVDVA
Wnt act: activators of Wnt/beta-catenin signaling; activation, % at 9.35 µM; Wnt/beta-catenin reporter cell assay, activator, plate reader; hit rate 1.2% among 300,000; in the data active means activation above about 30%, passing the limit was not always enough;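 further: 0% = neutral control wells and 100% = positive control wells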
AddAB inh: less growth of phage-infected E. coli with AddAB. E. coli expressing H. pylori AddAB, absorbance growth. inhibition, % at 11.9 µM. hit rate 0.29% among 330,000. AID 435030; in the data active means inhibition above about 12%;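 further: 0% = vehicle wells of infected cells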
E coli growth: bacterial growth inhibition, counter-screen for AddAB inhibitors; E. coli V3065 growth, OD600 absorbance, 18 h; inhibition, % at 11.9 µM; hit rate 0.27% among 330,000; AID 449728;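 active means inhibition above the campaign's mean inhibition across all tested compounds plus 3 SD, cut at about 9.9% in these data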;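 further: uninfected addAB+ strain grown without phage in ampicillin broth; 0% = DMSO wells and 100% = ciprofloxacin 0.95 µg/ml wells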
CAL PDZ inh: inhibitors of human CAL PDZ peptide binding; purified CAL PDZ, TMR-peptide fluorescence polarization, 1 h; inhibition, % at 20 µM; hit rate 0.02% among 330,000;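 active means highest replicate inhibition of at least 40%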;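 further: plate controls were DMSO neutral control wells for no effect and unlabeled competitor peptide control wells for full effect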
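Test system: tagged CAL PDZ domain / Buffer or medium: sodium phosphate/NaCl buffer pH 7.4 with TCEP, IgG, Thesit / Reagent: TMR-labelled reporter peptide T*-PRC34 bound in PDZ groove / Compound dosing: single point, 20 µM / Schedule: 1 h incubation at room temperature before polarization reading / Technique: fluorescence polarization (mP) / Benchmarks: unlabelled peptide, DMSO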
Rtt109 Vps75: C. albicans Rtt109 histone acetyltransferase inhibition. purified Rtt109/Vps75, ThioGlo CoA-SH fluorescence, 4 h. inhibition, % at 34.9 µM. hit rate 0.16% among 330,000. AID 540336;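 active means inhibition of at least 50% in every replicate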
Target sequence (Q5AAJ8 whole entry, looked up): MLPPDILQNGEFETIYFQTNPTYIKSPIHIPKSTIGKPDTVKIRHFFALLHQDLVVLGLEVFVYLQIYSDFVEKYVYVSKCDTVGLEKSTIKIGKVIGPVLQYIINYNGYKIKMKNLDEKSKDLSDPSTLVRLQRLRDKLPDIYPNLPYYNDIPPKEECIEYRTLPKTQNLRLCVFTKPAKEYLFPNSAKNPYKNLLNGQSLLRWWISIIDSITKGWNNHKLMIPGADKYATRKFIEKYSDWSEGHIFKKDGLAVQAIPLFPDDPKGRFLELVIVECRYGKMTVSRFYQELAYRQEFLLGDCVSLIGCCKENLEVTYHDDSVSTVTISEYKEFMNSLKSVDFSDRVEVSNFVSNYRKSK
Tat transport: blocks Tat-dependent protein export in E. coli; E. coli MC4100 TorA-mCherry Tat export, fluorescence; hit rate 0.036% among 340,000; inhibition, % at 10 µM;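 active means mean replicate inhibition at least 50% and at least half of replicates individually reaching 50%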;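 further: exported cargo escapes ClpAP degradation while cytoplasmic cargo is degraded and loses fluorescence; 0% = median of neutral control wells and 100% = median of NaSCN control wells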
Numbers without * were called inactive; x = not tested or not shown.

SMILES	PvdQ acylase	phage Ecoli inh	PfHsp90 yeast 2	DAGLB inhibitor	Wnt act	AddAB inh	E coli growth	CAL PDZ inh	Rtt109 Vps75	Tat transport
CCn1c(SCC(=O)N2CCOCC2)nnc1C(C)NC(=O)c1ccccc1 (stereo unspecified)	1	1.9	-11	-1	-1	-2.2	0.3	-1.8	14	3
COc1ccc(CNC(=O)C(=O)NCc2cccnc2)cc1	5	4.9	2	1	0	-0.8	-1.9	0.3	10	-8
CCOC(=O)C1=C(C)N(C)C(=S)NC1c1ccccc1 (stereo unspecified)	-15	2.8	-15	-5	-2	0.0	-0.4	-2.6	-5	2
Cc1ccc(NC(=O)c2ccccc2NC(=O)c2cccnc2)cc1	-3	1.2	-10	-3	6	0.6	1.0	0.0	-18	5
N#C/C(=C/c1cn[nH]c1-c1ccc(Br)cc1)C(=O)O	-5	2.5	-13	1	-2	0.1	-0.1	-1.5	1	-3
Cc1cc(C)nc(N(C#N)Cc2ccc(Br)cc2)n1	19	1.5	-27	-5	x	-0.3	-1.4	-2.2	0	-1
CCCOc1ccc(/C=N/NC(=O)CSc2ccccn2)cc1OC	-4	-2.3	-1	2	2	-1.8	-2.5	-0.2	2	-5
Cc1ccc(NC(=O)CSCC(=O)N(C)CC(=O)Nc2cccc(F)c2)cc1	-17	0.9	19	2	-2	3.0	-0.6	-0.2	0	-3
CCN(CC)S(=O)(=O)c1ccc(NC(=O)COc2c(OC)cccc2OC)cc1	-14	-3.1	15	-6	-7	0.9	-0.5	-0.3	14	0
COc1cccc(C(=O)C(C#N)=C(SC)SC)c1	-16	-0.2	-1	4	1	0.8	-0.2	0.7	1	2
Cc1ccoc1C(=O)N1CCCC(CO)(Cc2ccc(F)cc2)C1 (stereo unspecified)	-19	1.7	-16	-2	3	x	x	-2.3	-6	-1
CCCCNC(=O)C(=O)NCCCn1ccnc1	-4	4.6	-5	-2	0	-0.2	0.4	0.3	-7	3
c1cncc(-c2nnc(-c3cccs3)o2)c1	5	2.1	x	-1	x	3.6	-1.2	0.2	-9	0
O=C(OCc1nc2ccccc2[nH]1)C1CCCCC1	9	3.2	-17	-3	-1	0.0	-0.3	-2.6	x	3
NS(=O)(=O)c1ccc(NC(=S)NC(=O)c2ccc(Br)o2)cc1	4	3.8	-22	-3	0	3.1	-0.6	-3.3	2	-8
O=C(C=C1NCCN1)c1ccccc1	x	4.1	x	x	-1	1.9	2.4	x	x	x
O=C(CCCCCCN1C(=O)c2ccccc2C1=O)NC1CCCCC1	-14	0.3	18	2	-1	-1.1	-0.4	-1.4	2	-1
CC1CN(C)C(C)c2c1oc1ccc([N+](=O)[O-])cc21 (stereo unspecified)	-10	4.0	-19	0	-1	1.2	1.1	0.1	-7	-3
CCOC(Cn1c(SCC(=O)Nc2cc(C)on2)nc2ccccc2c1=O)OCC	-10	-0.6	-30	-1	4	0.1	-1.6	-2.3	-17	-4
CC(C)C(C)NC(=O)COc1ncnc2sccc12 (stereo unspecified)	-14	2.0	-14	0	-1	1.8	1.7	-2.0	-7	-1
COc1ccc(OC)c(CNC(=O)CCc2nc(-c3cccs3)no2)c1	-8	1.5	2	-2	0	1.1	2.7	-1.0	4	9
O=C(N/N=C\c1cc([N+](=O)[O-])ccc1N1CCCC1)c1ccccn1	2	2.5	2	-1	x	-0.4	2.1	-2.8	x	0
Cc1cc(C)cc(SCc2noc(C(=O)NCCCN3CCOCC3)c2C(=O)NCCCN2CCOCC2)c1	0	2.3	0	-3	0	3.5	-0.3	-1.2	5	-5
O=[N+]([O-])c1ccccc1CN1CCN(c2ncccn2)CC1	-4	1.9	30	0	-2	2.3	-2.2	-0.1	-1	-1
Cc1cc(=O)n2ccsc2n1	12	1.9	12	-2	0	2.2	-0.5	-0.1	5	-1
O=C(CSc1nc(-c2ccc(F)cc2)cs1)NCC1CCCO1 (stereo unspecified)	-6	3.3	5	-1	6	0.4	0.8	-0.3	-2	-3
CCc1nnc(N/N=C/c2c(Cl)cccc2Cl)n1N	-5	4.0	30	-1	x	4.5	-0.1	0.6	8	2
C=CCOc1ccc(/C(O)=C2/C(=O)C(=O)N(CCCN3CCOCC3)C2c2ccc(OC)cc2)cc1 (stereo unspecified)	-13	1.4	-2	-2	-2	0.7	-4.9	x	16	3
CCCCSc1nnc2[nH]c(=O)cc(N)n12	-13	4.4	-15	0	x	0.4	-0.3	0.3	-1	1
COc1ccc(-c2c(-c3ccc4c(c3)OCO4)c3ccccc3n2C)cc1	-16	2.5	4	-5	0	x	x	0.3	12	14

Complete entries from above.
NS(=O)(=O)c1ccc(NC(=S)NC(=O)c2ccc(Br)o2)cc1 is entered as PvdQ acylase = 4; phage Ecoli inh = 3.8; PfHsp90 yeast 2 = -22; DAGLB inhibitor = -3; Wnt act = 0; AddAB inh = 3.1; E coli growth = -0.6; CAL PDZ inh = -3.3; Rtt109 Vps75 = 2; Tat transport = -8
N#C/C(=C/c1cn[nH]c1-c1ccc(Br)cc1)C(=O)O is entered as PvdQ acylase = -5; phage Ecoli inh = 2.5; PfHsp90 yeast 2 = -13; DAGLB inhibitor = 1; Wnt act = -2; AddAB inh = 0.1; E coli growth = -0.1; CAL PDZ inh = -1.5; Rtt109 Vps75 = 1; Tat transport = -3

Looked up above:
COc1ccc(OC)c(CNC(=O)CCc2nc(-c3cccs3)no2)c1 | CAL PDZ inh: -1.0
O=[N+]([O-])c1ccccc1CN1CCN(c2ncccn2)CC1 | Wnt act: -2

Continuation:
SMILES	PvdQ acylase	phage Ecoli inh	PfHsp90 yeast 2	DAGLB inhibitor	Wnt act	AddAB inh	E coli growth	CAL PDZ inh	Rtt109 Vps75	Tat transport
O=[N+]([O-])/C(C=Nc1ccccc1O)=C\Nc1ccccc1O	-8	-2.1	-25	3	4	x	x	0.0	14	6
O=C(NCCCc1ccccc1)C1CCC(=O)N(CCc2ccc(Cl)cc2)C1 (stereo unspecified)	-13	2.3	1	1	-7	3.0	-0.4	-0.3	1	2
Cc1ccc(C)c(N2CCN(C(=O)CCc3nc(-c4cccc(F)c4)no3)CC2)c1	-8	1.3	-2	-8	0	-0.2	0.2	-0.3	-3	6
CSc1ncccc1C(=O)OCC(=O)NC1CCCCC1	-8	3.2	10	-2	4	-0.8	0.0	-1.8	0	10
Cc1cc(C)c2c(=O)[nH]n(C3CC(C)N(C)CC3C)c2n1 (stereo unspecified)	-11	2.6	-104	-2	-4	5.0	-0.7	-0.3	-31	-11
CCOCCc1nnc(NC(=O)C(C)Oc2ccccc2)s1 (stereo unspecified)	-7	2.9	x	2	-1	-0.4	-1.6	-0.6	-13	1
Cc1cc(C)c(C#N)c(SCc2ccccc2[N+](=O)[O-])n1	-5	3.0	-8	-10	-3	5.0	-3.5	-1.4	-3	2
CCOC(=O)c1c(C)[nH]c(C(=O)OCC(=O)N2CCN(S(=O)(=O)c3ccc(C)cc3C)CC2)c1C	-3	-0.4	-16	-5	-2	-0.9	-2.5	-0.6	6	-2
CC(C)N(c1ccccc1)c1ccc(NC(=O)C2CCCO2)cc1 (stereo unspecified)	0	1.9	-21	3	-6	3.6	0.0	0.0	-5	-2
O=C(Nc1ccc(S(=O)(=O)N2CCOCC2)cc1)C1CCN(S(=O)(=O)c2ccccc2)CC1	-4	3.3	10	-1	-4	1.4	0.8	-2.4	-1	2
COc1ccc(-c2nc(CS(=O)CC(=O)NC3CCCCC3C)c(C)o2)cc1OC (stereo unspecified)	-10	-2.8	5	0	-2	2.2	-2.7	-2.6	-4	9
COc1ccc(C(=O)N/C(=C/c2cccnc2)C(=O)N2CCOCC2)cc1OC	1	0.5	0	0	4	-1.1	1.9	-0.6	-12	-7
Cc1ccc(S(=O)(=O)N(C)C)cc1NC(=O)COC(=O)Cc1ccccc1F	-11	3.1	x	1	-2	-0.2	2.9	-0.7	-6	4
CNc1nc2[nH]c(=O)c3c(c2s1)OC(N)=C(C#N)C3c1ccccc1 (stereo unspecified)	-2	0.0	14	1	x	5.1	2.0	-0.1	-8	4
O=C1CCCN1CCC1CCN(C2CC(=O)N(c3ccc(Cl)cc3)C2=O)CC1 (stereo unspecified)	5	-1.5	102*	4	x	1.8	0.6	-0.6	-2	3
Nc1nc(NCc2ccco2)nc(NCCO)c1[N+](=O)[O-]	-3	1.0	8	-5	1	2.6	1.7	-3.2	5	-2
NS(=O)(=O)c1ccc(Nc2nc(-c3ccc(O)cc3)cs2)cc1	-8	-1.0	-9	1	0	1.8	2.6	2.0	5	-13
CCCNC(=O)c1ccc(N2CCC3(CC2)CC(c2cccc(Br)c2)=NO3)c(NC(=O)c2c(Cl)cccc2Cl)c1	-12	0.9	6	2	-1	0.8	1.0	0.3	7	-12
Cc1ccc(Nc2cc(C)nc3ncnn23)cc1	-3	1.4	7	-4	0	-0.1	-0.4	x	6	-1
O=C(CNCc1ccccn1)Nc1cc(C(F)(F)F)ccc1N1CCOCC1	-11	0.5	-58	0	4	0.3	-0.8	-0.5	-9	-2
O=C(CSc1n[nH]c(-c2cccnc2)n1)Nc1ccc([N+](=O)[O-])cc1	-6	2.5	12	-1	-2	3.2	-0.8	-2.0	0	-11
O=C(N/N=C/c1[nH]c2ccccc2c1Cl)c1cccc(Br)c1	x	0.6	x	x	-9	-4.5	-2.6	x	x	x
O=[N+]([O-])c1ccc(C2=NCCO2)cc1	-9	1.4	-27	-1	1	-0.1	0.2	-0.7	-4	-1
CCOC(=O)N1CCC2CC1c1cc(-c3cccc(OC)c3)ccc12 (stereo unspecified)	-2	3.2	2	-10	-2	x	x	0.7	-1	1
Cc1ccccc1CC(=O)N1CCCC(CCC(=O)N2CCN(c3ccccn3)CC2)C1 (stereo unspecified)	-11	1.6	7	-2	-1	-1.4	-1.2	-0.1	-8	8
COc1ccc(-c2nc(CSCC(=O)N3CCN(C(=O)c4ccco4)CC3)c(C)o2)cc1OC	-7	0.9	13	-2	0	4.0	-0.5	0.1	1	-6
COc1ccc(CNCc2ccco2)cc1OCc1ccccc1	-4	1.1	2	1	x	1.3	-1.8	-0.1	-3	-3
Cc1ccc(-c2csc3ncn(C(C)C(=O)O)c(=O)c23)cc1 (stereo unspecified)	-5	1.8	-9	3	-1	2.6	-1.0	0.1	5	3
Cc1ccc(Nc2nc(N)nc(CN3CCC(C)CC3)n2)c(C)c1	1	0.9	21	0	-4	-1.8	-6.6	0.4	-13	0
N/C(=N\OC(=O)C12CC3CC(CC(C3)C1)C2)c1ccccc1	-16	1.2	-37	-3	x	0.5	0.6	-1.5	8	1
COc1cccc(CC2(CO)CCN(Cc3ccc(NC(C)=O)cc3)CC2)c1	-9	3.1	-24	-1	-1	2.7	-0.3	-1.7	4	1
CCN(C(=O)CSc1nc(-c2ccccc2)c(-c2ccccc2)[nH]1)C1CCS(=O)(=O)C1 (stereo unspecified)	-16	3.5	15	1	x	1.1	-0.8	-0.6	2	-1
Cc1cc(C)c(S(=O)(=O)/N=C2/C=C(SCC(=O)O)C(=O)c3ccccc32)cc1C	-11	x	9	6	x	x	x	18	12	-6
CCN(CC(=O)Nc1ccccc1C(F)(F)F)C(=O)C1CCN(C(=O)Nc2ccccc2)CC1	-8	0.6	-9	2	-2	2.5	0.5	-1.4	-3	2
CC(=O)Nc1c(O)nc(SCC(=O)Nc2cccc(C)c2)[nH]c1=O	6	3.1	-17	-1	x	2.8	-0.6	-0.4	12	3
CCc1nc2c(sc3nc4c(cc32)COC(C)(C)C4)c(=O)n1Cc1ccccc1	-2	0.2	8	-1	x	1.5	-1.2	-1.5	7	-3

Source: PubChem
